Screening results deposited in PubChem BioAssay by several laboratories.
GALR2 antag = GALR2 (human) receptor antagonism; O43603; GALR2-expressing cells, antagonist mode; inhibition, % at 4 µM; 140,000 tested, 0.39% active; in the data active = inhibition above about 27%;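 note: cells stimulated with galanin 1-16 at roughly its EC80; 0% = agonist challenge control and 100% = basal control without agonist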
Target sequence (O43603 whole entry, looked up): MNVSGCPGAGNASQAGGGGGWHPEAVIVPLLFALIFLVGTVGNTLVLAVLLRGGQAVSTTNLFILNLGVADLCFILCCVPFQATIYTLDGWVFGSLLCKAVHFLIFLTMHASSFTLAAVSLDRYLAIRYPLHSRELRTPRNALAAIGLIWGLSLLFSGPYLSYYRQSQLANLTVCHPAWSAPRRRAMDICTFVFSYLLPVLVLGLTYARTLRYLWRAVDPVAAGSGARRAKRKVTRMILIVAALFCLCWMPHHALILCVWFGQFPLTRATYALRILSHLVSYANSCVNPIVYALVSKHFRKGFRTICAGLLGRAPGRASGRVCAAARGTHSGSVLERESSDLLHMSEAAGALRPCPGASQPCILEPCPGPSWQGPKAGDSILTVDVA
NPY-Y2 antag = antagonists of human neuropeptide Y receptor Y2; NPY-Y2 expressing cells, antagonist mode; inhibition, % at 2.7 µM; P49146; AID 793; 140,000 tested, 0.99% active; in the data active = inhibition above about 17%;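 note: 0% = vehicle with agonist challenge and 100% = reference antagonist with challenge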
Target sequence (P49146 whole entry, looked up): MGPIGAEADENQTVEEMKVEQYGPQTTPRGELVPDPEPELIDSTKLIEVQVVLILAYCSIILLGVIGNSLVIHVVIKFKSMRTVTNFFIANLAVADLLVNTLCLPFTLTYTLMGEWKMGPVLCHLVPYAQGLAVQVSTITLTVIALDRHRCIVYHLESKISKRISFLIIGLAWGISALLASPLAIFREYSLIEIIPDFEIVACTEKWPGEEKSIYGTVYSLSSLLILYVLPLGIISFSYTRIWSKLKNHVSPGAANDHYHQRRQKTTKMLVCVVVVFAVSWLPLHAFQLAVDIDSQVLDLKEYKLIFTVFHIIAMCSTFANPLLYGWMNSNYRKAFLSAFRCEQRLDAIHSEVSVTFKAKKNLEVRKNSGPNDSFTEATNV
Phagocyt inh = blocks phagocytosis by macrophages; J774A.1 macrophage IgG-bead phagocytosis, imaging; inhibition, % at 5 µM; 110,000 tested, 0.07% active;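 active = inhibition above the mean of the plate negative controls plus 5 SD, cut at about 13% in these data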;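 note: phagocytic index as fraction of beads internalized from green versus red external bead signal; plate controls were DMSO negative control for no effect and cytochalasin-D positive control for full effect; some results beyond the cut were filed as inactive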
E-sel TNF inh = blocks E-selectin expression induced by TNF alpha. 120,000 tested, 0.71% active. inhibition, % at 2 µM. AID 1246. HUVEC TNFa-induced E-selectin immunofluorescence, high content;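 active = inhibition above the batch mean plus 3 SD, and confirmed as a hit on visual image review, cut at about 43% in these data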;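 note: 0% = TNF-stimulated DMSO wells and 100% = unstimulated control wells; not every result past the cut was called active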
Active calls of the source: *; x = no result given; [ ] = remark or other dose.

SMILES	GALR2 antag	NPY-Y2 antag	Phagocyt inh	E-sel TNF inh
COc1cc2c(cc1OC)-c1nnc(-c3cccs3)n1C(C)(C)C2	-6	10	x	x
CCOC(=O)N1CCC(NC(=O)c2ccc3c(c2)N(CC)CCS3)CC1	6	0	x	x
Cc1cc([N+](=O)[O-])c(NCCCCCCO)c([N+](=O)[O-])c1	-5	5	x	x
C/C(=C\C(=O)c1ccc(Br)cc1)Nc1cccc(Cl)c1	2	1	x	x
Cc1cc(C)cc(NC(=S)NCCN2CCOCC2)c1	3	2	x	x
CCOc1ccc2nc3ccc4[nH]onc4c3c2c1	16	-5	x	x
O=C(CSc1ccc2nnc(-c3ccccc3)n2n1)N1CCN(c2ccccc2)CC1	6	1	x	x
CCOC(=O)CN1N=C(/C=C/c2ccccc2)CCC1=O	-7	1	x	x
COc1ccc(NC2=CC(=O)CC(c3ccc(C)cc3)C2)c(OC)c1 (stereo not drawn)	-1	10	x	x
CC(=O)NC(CCS(C)(=O)=O)C(=O)Nc1cc(C)on1 (stereo not drawn)	-6	3	x	x
COCCCNC(=O)Cn1nnc(-c2ccccc2NC(=O)c2ccccc2F)n1	17	-2	1[fluoresces]	x
COc1ccc(NC(=O)CCCC(=O)OCC(F)(F)C(F)F)cc1	3	1	-1	x
CCN(CC)c1ccc(NC(=O)COc2ccc(C)cc2)cc1	-3	6	1	x
CN(C)/C=N/c1nc2ccc3c(c2s1)CCCC3	3	-2	-1	x
Cc1ccc(S(=O)(=O)NCCC(=O)N2CCCCC2)cc1	2	2	0	x
Cc1ccc(N2C(=O)[C@@H]3[C@H](C2=O)C2c4ccccc4C=CN2[C@@H]3C(=O)c2ccco2)c(C)c1 (stereo partly drawn)	2	2	-3	x
Cn1cccc1C(=O)OCC(=O)c1cc2ccccc2o1	10	0	-1	x
CSc1nnc(-c2ccncc2)n1CCCN1CCCC1=O	16	3	-1	x
CCNC(=O)c1c(N)sc2c1CCCCC2	-2	1	0	x
O=C(CSc1nnc(-c2ccc(Cl)s2)o1)N1CCc2ccccc21	-13	2	-1	x
Cc1nc(N2CCN(Cc3ccccc3)CC2)[nH]c(=O)c1C	-3	-1	1	x
Cc1cc2cc3c(cc2nc1SCC(=O)N1CCN(C(=O)c2ccco2)CC1)OCO3	1	2	0	x
CC1(C)CC(=O)C(C(c2ccncc2)C2C(=O)CC(C)(C)CC2=O)C(=O)C1	-1	2	-1	x
O=C(c1ccco1)[C@@H]1[C@@H]2C(=O)N(c3ccc(Br)cc3)C(=O)[C@@H]2C2c3ccccc3C=CN21 (stereo partly drawn)	8	1	-1	x
CC(=O)C1=C(C)NC(SCC(=O)c2cc(Cl)ccc2Cl)=C(C#N)C1c1ccco1 (stereo not drawn)	12	8	0	x
Cc1ccc(C(=O)n2nnc3ccccc32)cc1	-3	1	x	-4
Cc1cc(C)c(Cn2c(=O)n(CCCC(=O)NCc3ccco3)c(=O)c3ccccc32)c(C)c1	4	-1	x	-27
Cc1sc2nc(CN(Cc3ccccc3)C(=O)NC3CCCCC3)[nH]c(=O)c2c1C	-8	9	x	8
Cc1nn2c(CN(C(=O)c3ccco3)c3ccccc3)nnc2c2ccccc12	4	3	x	-14
CCC1(C)Cc2c(sc3nc4n(c(=O)c23)CCCS4)CO1 (stereo not drawn)	3	3	x	-19
CCOc1ccc(N(CC(=O)NC2CCCCC2)C(=O)CNC(=O)c2ccco2)cc1	9	4	x	18
COc1ccccc1CNC(=O)CN1CCN(Cc2ccc(Cl)cc2)C1=O	-1	1	x	12
Cc1cccn2c(=O)c3cc(C(=O)N4CCCc5ccccc54)n(C)c3nc12	7	2	x	4
CCOC(=O)c1sc(NC(=O)C2CCCO2)c(C(=O)OC)c1C (stereo not drawn)	6	1	x	6
O=C(CN1CC(=O)Oc2ccccc21)OCC(=O)c1ccc(Br)cc1	12	3	x	14
O=C1C(C=NCCCn2ccnc2)=C(O)c2ccccc21	-2	1	x	0
COc1ccc(S(=O)(=O)N2CCC(C(=O)Nc3ccc(OC)c(OC)c3)CC2)cc1C	-11	-1	x	-2
COC(=O)c1c(NC(=O)c2ccnn2C)sc(C)c1C	1	3	x	5
Nc1c(Sc2ccccc2)c(=O)[nH]c(=O)n1Cc1ccccc1	0	3	x	6
CCOc1ccc(C)cc1S(=O)(=O)Nc1cccnc1	-10	1	x	5
CCn1cc(C(=O)Nc2nnc(C)s2)c(=O)c2cc(F)c(N3CCN(C(=O)c4ccco4)CC3)cc21	-10	3	x	-18
COc1ccc(OC)c(C2CC(=O)N3CN(c4cccc(Cl)c4C)CSC3=C2C#N)c1 (stereo not drawn)	1	2	x	7
Cc1nnc2sc(-c3cccc(NC(=O)c4ccc(-c5cccc(Cl)c5)o4)c3)nn12	0	-2	x	19
Cc1ccc(C(=O)CCC(=O)Nc2cccc(C(F)(F)F)c2)cc1C	-15	8	x	-33
O=C(Nc1ccc2c(c1)OCCO2)c1cnc2ccccn2c1=O	6	0	x	13
O=C(C1CCC(C(=O)N2CCCC2)CC1)N1CCCC1 (stereo not drawn)	12	5	x	9
CCn1cc(C(=O)N=c2sc3ccccc3n2C)c(=O)c2ccc(C)nc21	10	3	x	-8
O=C1CC(C(=O)O)C2(CCCC2)O1 (stereo not drawn)	8	-1	x	-1
Cc1ccc(C(=O)NCCCN2CCOCC2)cc1	-15	3	x	-25
COc1ccc(OC)c2sc(NC(=O)CCS(=O)(=O)c3ccccc3)nc12	-5	-1	x	93*
O=S(=O)(c1ccc(S(=O)(=O)N(Cc2ccccc2)Cc2ccco2)cc1)N1CCCC1	13	-2	x	0
O=c1[nH]c(CN2CCN(Cc3ccccc3)CC2)nc2sc3c(c12)CCC3	-12	4	x	25
CCCN(CCC)CCNC(=O)Cn1cnc2sc(C)c(S(=O)(=O)N3CCOCC3)c2c1=O	-5	-1	x	-2
CC(C)(C)n1ncc(Oc2ccc(Oc3cnn(C(C)(C)C)c(=O)c3Cl)cc2)c(Cl)c1=O	-10	0	x	-15
CCc1nnc(NC(=O)c2cc3c(s2)CCCCC3)s1	10	1	x	-17
O=C(CCNC(=O)Cn1ccc2ccccc2c1=O)NCCN1CCN(c2ccccc2F)CC1	8	-1	x	2
COc1ccccc1NC(=O)N(CCN1CCCC1)Cc1cc2cc(C)ccc2[nH]c1=O	6	3	x	5
CCCC(=O)Nc1cc(-c2nn(C)c(=O)c3ccccc23)ccc1N1CCCCC1	8	2	x	-22
O=C(CN1CCN(c2ncccn2)CC1)N1CCN(C(c2ccccc2)c2ccccc2)CC1	5	1	x	6
COc1ccccc1Cn1c(-c2ccco2)nc2nc3ccccc3nc21	2	6	x	-11

(further entries)
SMILES	GALR2 antag	NPY-Y2 antag	Phagocyt inh	E-sel TNF inh
CN(C)c1ccc(C(c2nnnn2C2CCCCC2)N2CCN(C(=O)c3ccco3)CC2)cc1 (stereo not drawn)	-5	3	x	-30
COC(=O)C(C)Sc1nc(-c2ccc(OC)cc2)nc2c1c(=O)n(C)c(=O)n2C (stereo not drawn)	10	5	x	-10
Cn1c(=O)c2c(nc(SCC(=O)N3CCCc4ccccc43)n2C)n(C)c1=O	-9	2	x	-13
CCC(C)(C)NC(=O)C(c1ccccc1)N(Cc1cccs1)C(=O)Cn1nnc2ccccc21 (stereo not drawn)	-8	133*	x	26
CCOc1ccc(-c2nnc3sc(-c4c(OC)cccc4OC)nn23)cc1	-5	1	x	8
CCOc1ccc(OCCOCCOc2c(Cl)cccc2Cl)cc1	-8	6	x	4
CCc1nc(SCC(=O)N2CCc3cc(OC)c(OC)cc3C2)c(C#N)cc1C	0	2	x	30
Cc1ccc(N2CC(C(=O)Nc3ccccc3C(=O)NC3CCCCC3)CC2=O)cc1C (stereo not drawn)	1	-1	x	-11
O=C(CN1CCN(CC(=O)Nc2ccc(OCc3ccccc3)cc2)CC1)Nc1ccc(F)cc1	-11	-3	x	64*
COc1cc2cc(CN(Cc3ccc4c(c3)OCO4)C(=O)c3ccco3)c(=O)[nH]c2cc1OC	2	2	x	5
Cc1cccc(C2N(c3ccc(F)cc3)C(=O)C3CCCN32)c1 (stereo not drawn)	-21	9	x	19
Cc1ccc(S(=O)(=O)Cn2nnnc2C(C(C)C)N2CCN(C(=O)c3ccco3)CC2)cc1 (stereo not drawn)	-7	3	x	-18
CC1=NNC(=O)C1C(c1ccc(F)cc1)C(C#N)C#N (stereo not drawn)	3	1	x	-8
CCOC(=O)c1sc(NC(=O)CSc2nc3c(cc2C#N)CCC3)c(C#N)c1C	1	2	x	10
Cn1cnnc1Sc1nc2c(c(=O)n(C)c(=O)n2C)n1C	-2	10	x	-14
COc1cc(C(=O)NCc2cn3ccsc3n2)cc(OC)c1OC	7	6	x	-3
Cc1nnc(Sc2nc3c(c(=O)n(C)c(=O)n3C)n2Cc2ccccc2Cl)s1	-15	3	x	2
O=C(NCc1ccco1)c1cccn2c(=O)c3sccc3nc12	10	1	x	-10
Oc1ccc(/C=N/Nc2cc(N3CCOCC3)nc(N3CCOCC3)n2)cc1	-5	8	x	24
O=C(c1ccco1)N1CCN(c2ccc(Cl)c(Cl)c2)CC1	-2	0	x	-1
CN(C)CCCN1C(=O)C(=O)/C(=C(/O)c2ccc3c(c2)OCO3)C1c1cccnc1 (stereo not drawn)	-3	2	x	3
c1cnc2ccc(C(c3nnnn3C3CCCCC3)N3CCN(C4CCCCC4)CC3)cc2c1 (stereo not drawn)	6	5	x	16
CCN(CC)c1nc(N(CC)CC)[nH]c(=O)n1	6	3	x	-20
CCOC(=O)C1(c2ccccc2)NC(c2ccc(N(C)C)cc2)C2C(=O)N(C)C(=O)C21 (stereo not drawn)	-2	2	x	-8
Cc1ccc(C(=O)CCC(=O)CCC(=O)O)cc1	5	0	x	2
Cn1c(=O)c(C(=O)Nc2cccnc2)c(O)c2ccccc21	4	2	x	-4
CCCCOn1c(C)c(C(=O)OCC)c2c3nonc3ccc21	-15	23*	x	-7
Cc1cccc(-n2c(Cc3cc(=O)[nH]c(=O)[nH]3)nnc2SCC(=O)NCc2ccco2)c1	-9	5	x	6
COc1ccc(N2C(=O)C3C4c5ccccc5C(C=Nc5ccc(C)cc5C)(c5ccccc54)C3C2=O)cc1 (stereo not drawn)	-3	0	x	-8
COc1ccc(-c2nc3c(c(=O)n(C)c(=O)n3C)n2CC2CC(c3ccccc3)=NO2)cc1OC (stereo not drawn)	4	3	x	-30

This is a subset (hit frequency here may not be typical).
